# mIDH1 inhibitor = human IDH1 R132H inhibition | actives 0.093% (n = 390,000) | Potency, µM (series often up to 76.6 µM), for the others: at the highest dose activity change, negative = inhibition, most hits filed as inhibitors | AID 602179 | IDH1-R132H enzyme, NADPH consumption, diaphorase/resazurin fluorescence | O75874; further: potency means the concentration at half of the fitted maximal effect; on the % scale 0 is the no-effect control and ±100 the full control effect; nearly all actives have a fitted effect of over 65% in size
# Target sequence (O75874 whole entry R132H, stated change not applied): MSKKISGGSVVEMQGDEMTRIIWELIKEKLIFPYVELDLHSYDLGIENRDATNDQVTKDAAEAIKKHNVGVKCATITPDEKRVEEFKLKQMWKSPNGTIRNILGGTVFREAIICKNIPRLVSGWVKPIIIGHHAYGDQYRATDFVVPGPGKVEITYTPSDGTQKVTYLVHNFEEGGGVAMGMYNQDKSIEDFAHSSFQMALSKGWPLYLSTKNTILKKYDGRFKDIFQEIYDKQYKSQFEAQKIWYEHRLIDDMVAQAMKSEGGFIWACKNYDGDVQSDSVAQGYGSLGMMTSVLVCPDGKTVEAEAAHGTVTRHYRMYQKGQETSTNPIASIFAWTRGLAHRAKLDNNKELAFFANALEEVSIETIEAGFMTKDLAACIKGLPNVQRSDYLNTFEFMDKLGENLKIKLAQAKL
#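 IDH1-R132H (0.5 ug/mL) preincubated 30 min with compound, then NADPH (0.016 mM) and alpha-KG (2 mM) added; 80 min at RT, pH 7.5. Remaining NADPH coupled via diaphorase/resazurin to fluorescence (540/590 nm); concentration-response curves normalized to no-enzyme control.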
# D2 ag = activates the human D2 dopamine receptor. P14416. HEK293 T-REx D2 cells, calcium flux agonist mode. activation, % at 2 µM. actives 0.53% (n = 340,000);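 active means activation over 3 SD above normal in the single-dose calcium agonist read, cut at about 30% in these data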; further: 0% is about no effect
#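 Tetracycline-induced HEK293 Trex cells with D2 receptor force-coupled to calcium signaling, plated overnight at 30 C and loaded with no-wash calcium dye. Calcium flux read kinetically for 180 s after compound addition; responses flag agonists.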
# TRHR agonist = TRH receptor (human) agonism | P34981 | TRHR cells, calcium flux fluo-8, FDSS agonist mode | activation, % at 2 µM | actives 0.18% (n = 360,000) | AID 493084; in the data active means activation above about 30%; further: 0% is about no effect
#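 In this calcium-flux screen, cells bearing human TRHR are dye-loaded with fluo-8, baselined for 10 cycles, then exposed to library compounds; positive kinetic calcium responses during the agonist phase mark hits, with TRH as control.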
# D2 antag = D2 dopamine receptor (human) antagonism. AID 485344. actives 2% (n = 340,000). HEK293 TREx D2 cells, calcium flux, dopamine EC80. P14416. inhibition, % at 10 µM; in the data active means inhibition above about 30%; further: 0% is about no effect
#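 Antagonism is scored as inhibition of an EC80 dopamine-evoked calcium signal in a force-coupled, tetracycline-inducible HEK293 T-REx D2 line, with compound present 180 s before agonist.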
# PI4K2A block = inhibitors of human PI4K2A | Q9BTU6 | purified PI4K2A, ADP-Glo luminescence, 1 h; active compounds read low | activity change, negative = inhibition, % at 76.9 µM | actives 0.13% (n = 420,000) | AID 1346378; in the data active means activity change below about -50%; inconclusive means mostly about -30% to -49%;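 further: -100% = wells without enzyme as full effect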
# Target sequence (Q9BTU6 whole entry, looked up): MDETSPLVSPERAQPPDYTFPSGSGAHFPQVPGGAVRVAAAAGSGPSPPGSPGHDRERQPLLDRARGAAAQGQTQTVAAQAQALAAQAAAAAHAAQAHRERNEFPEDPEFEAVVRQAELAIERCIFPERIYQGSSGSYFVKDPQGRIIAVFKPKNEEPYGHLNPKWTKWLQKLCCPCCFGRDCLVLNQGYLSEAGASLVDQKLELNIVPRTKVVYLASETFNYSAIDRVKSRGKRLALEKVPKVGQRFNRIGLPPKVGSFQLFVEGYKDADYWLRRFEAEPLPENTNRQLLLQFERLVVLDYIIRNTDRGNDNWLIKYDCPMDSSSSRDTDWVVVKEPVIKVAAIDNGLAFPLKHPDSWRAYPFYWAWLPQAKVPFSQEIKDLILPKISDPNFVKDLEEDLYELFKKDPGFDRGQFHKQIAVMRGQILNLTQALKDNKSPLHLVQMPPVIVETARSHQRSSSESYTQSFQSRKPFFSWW
#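 In this quantitative HTS, ADP production by PI4K2A was quantified luminescently after 1 h at ambient temperature; 100 microM adenosine served as plate-quality control.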
# TrxR1 substrate = is turned over as a substrate by rat TrxR1; O89049; purified TrxR1 substrate turnover, NADPH consumption readout; Potency, µM (top dose mostly 114 µM), for inactives: at the top dose activity change, negative = substrate turnover; actives 0.01% (n = 390,000); AID 588456; further: potency means the concentration at half of the fitted maximal effect; on the % scale 0 is the no-effect control and ±100 the full control effect; nearly all actives have a fitted effect of over 50% in size
#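 Rat TrxR1, dispensed at 90 nM, was prereduced with 400 uM NADPH (final) for 5 min at ~22 deg C, then incubated with compound 15 min before 400 uM selenite. A first-read NADPH fluorescence drop versus no-compound background flagged substrates.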
# rTrxR1 inhibitor = rat TrxR1 inhibition; Potency, µM (doses to about 114 µM), for the others: at the top dose activity change, negative = inhibition, actives largely listed as inhibitors; actives 1% (n = 390,000); O89049; recombinant rTrxR1, NADPH fluorescence consumption, selenite substrate; AID 588453; further: potency means the concentration at half of the fitted maximal effect; on the % scale 0 is the no-effect control and ±100 the full control effect; nearly all actives have a fitted effect of over 65% in size
#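 Rat TrxR1 (90 nM in the dispensed reagent) was pre-reduced with 400 uM NADPH for 5 min at room temperature, then incubated with compound for 15 min. After 400 uM selenite was added, NADPH fluorescence (Ex 340/Em 450 nm) was followed for 8 min.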
# TRHR PAM = TRH receptor (human) allosteric enhancement. enhancement, % at 2 µM. TRHR cells, fluo-8 calcium fluorescence, EC20 TRH enhancement. AID 493056. actives 0.66% (n = 360,000). P34981; in the data active means enhancement above about 30%; further: 0% is about no effect
#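 Enhancer read-out: after compound pinning and an initial kinetic agonist-mode read, an EC20 of TRH (10 nM final) was injected and fluo-8 calcium signal (Ex 480/Em 530) followed at 1 s/cycle for 100 cycles in TRHR-expressing cells.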
# USP1 inh = inhibitors of human USP1/UAF1 deubiquitinase | recombinant USP1/UAF1, Ub-Rhodamine cleavage fluorescence | Potency, µM (top dose mostly 57.1 µM), for inactives: top-dose activity change, negative = inhibition, most hits filed as inhibitors | actives 0.23% (n = 390,000); further: potency means the concentration at half of the fitted maximal effect; on the % scale 0 is the no-effect control and ±100 the full control effect; nearly all actives have a fitted effect of over 60% in size; inactives centre near -12
#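 Step one: compound is pinned into 1nM USP1/UAF1 in HEPES pH 7.8 buffer with TCEP. Step two: 15 min room-temperature incubation. Step three: Ub-Rho (150nM final) starts cleavage, tracked by fluorescence over six one-minute reads.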
# * marks the source's active call; other numbers are inactive results; ? = inconclusive; . = not tested or not shown; [ ] = dose if it differs, or a comment. Unless noted, the call rests on the fitted dose curve; in most records, active means well fitted inhibition curve with a large enough effect; inconclusive means small, poorly fitted or top-dose-only effect; inactive means no such curve, though single readings can be large or run the other way. Compounds as they come; any-hit rate near 3.9%.
SMILES,mIDH1 inhibitor,D2 ag,TRHR agonist,D2 antag,PI4K2A block,TrxR1 substrate,rTrxR1 inhibitor,TRHR PAM,USP1 inh
Cc1ccc(S(=O)(=O)c2nc(-c3ccc(Cl)cc3)oc2N2CCCCCC2)cc1,3%,0.7,1.0,.,0,-1%,?,17,-8%
Cn1c(=O)c(=O)n(C)c2cc(S(=O)(=O)N3CCN(Cc4ccccc4)CC3)ccc21,0%,0.1,-0.1,-5,2,-10%,-24%,-7,-6%
CC1=CC(C)C2COC(c3ccc[n+](C)c3)C1C2C (centres undefined),3%,0.3,0.0,-9,-5,-9%,-5%,4,-18%
Cc1cc(C)n2nc(S(=O)(=O)N(CC(C)C)CC(C)C)nc2n1,0%,-0.7,0.3,-2,1,10%[57.1 µM],16%[57.1 µM],15,-4%
COCCCNCC#CCOc1ccc(OC)cc1,-4%,0.0,0.4,-3,5,4%,?,-3,-7%
COc1ccc(OC)c(C(c2nnnn2C2CCCC2)N2CCN(c3ccc(F)cc3)CC2)c1 (centres undefined),-3%,0.5,-0.7,11,6,10%[57.1 µM],12%[57.1 µM],-2,-15%
O=c1c2ccccc2c(C=NCCc2ccccc2)c(O)n1Cc1ccccc1,5%,0.3,0.0,-6,-6,-7%,7%[57.1 µM],-2,-10%
CCN(CC)CCN(C(=O)c1ccco1)c1nc2cc(C)cc(C)c2s1,0%,0.1,0.8,.,6,-10%,-1%,8,-5%
C[C@H](CO)N1C[C@H](C)[C@@H](CN(C)S(C)(=O)=O)Oc2ccc(NS(=O)(=O)c3ccccc3)cc2C1=O,21%,.,.,.,-2,2%[57.1 µM],-12%[57.1 µM],.,-10%
O=[N+]([O-])c1ccc(C(O)CN2CCOCC2)cc1 (centres undefined),2%,0.9,1.0,1,5,3%,12%,6,-16%
O=C(Nc1ccc(N2CCN(C(=O)c3ccccc3)CC2)c(Cl)c1)c1ccc(Br)o1,11%,-0.8,0.1,-12,6,-1%,19%[57.1 µM],-3,-8%
Cc1cc(C)c(S(C)(=O)=O)c(Oc2cccc(C(F)(F)F)c2)n1,9%,-1.9,-2.2,-3,-1,7%[57.1 µM],12%[57.1 µM],-2,-15%
COc1ccc(CCNC(=O)COC(=O)c2ccc(N3CCCC3=O)cc2)cc1,6%,0.6,0.4,1,1,1%[57.1 µM],6%[57.1 µM],0,-8%
COc1cc(OC)cc(C(=O)Nc2cccc(C(C)=O)c2)c1,-4%,-2.1,-0.4,10,0,2%[57.1 µM],5%,12,-6%
COc1ccc(CC(=O)Oc2ccccc2[N+](=O)[O-])cc1,-3%,0.7,0.2,-6,6,0%,14%,-4,-11%
COC(=O)Nc1nc2c(C)cccc2s1,8%,0.3,-0.3,38*,4,3%,20%,-1,-10%
CCOc1ccc(NS(=O)(=O)c2ccc(NC(=O)c3cccnc3)c(OC)c2)cc1,-3%,1.8,1.9,-24,3,-2%,13%,10,-10%
Cc1ccc(-c2n[nH]c(=S)n2/N=C/c2c(C)[nH]n(-c3ccccc3)c2=O)cc1,0%,-0.1,-0.3,-1,-2,-1%,?,-2,-34%
O=C(O)C1CC(=O)N(CCc2ccc(F)cc2)C1 (centres undefined),0%,0.3,1.1,3,-1,-6%,-19%,2,5%
CCCCC(=O)OCC(=O)Nc1cccc(S(=O)(=O)NC2=NCCCCC2)c1,-3%,0.5,0.4,9,-4,4%[57.1 µM],30%[57.1 µM],-3,-2%
O=C(NC(c1ccccc1)c1ccccn1)c1cccc([N+](=O)[O-])c1 (centres undefined),-5%,-0.9,-0.2,-4,-2,4%[57.1 µM],3%[57.1 µM],-2,-15%
Cc1ccccc1-c1noc(-c2ccc(N3CCC(C)CC3)c([N+](=O)[O-])c2)n1,-4%,1.4,0.2,.,0,-7%,15%,1,-11%
Cn1ncc2c(NCc3ccccc3)nc(NCCCO)nc21,-3%,0.2,0.1,19,-6,4%,10%,0,-28%
O=C(O)Cn1nc(-c2ccccc2)cc1-c1ccccc1,-4%,-1.2,-0.6,10,-3,-9%,7%[57.1 µM],4,-23%
CCN(C(=O)c1sc2cc(OC)ccc2c1Cl)c1ccccc1,16%,0.2,0.6,.,11,-7%,9%,-7,?
CCOC(=O)c1c(N2C(=O)CC(Sc3ccccc3C(=O)O)C2=O)sc(C)c1C (centres undefined),-3%,-0.4,0.0,4,-4,8%,?,-11,-25%
CC1CCN(C(=O)Cn2c(=O)n(CCc3ccccc3)c(=O)c3ccccc32)CC1,2%,0.4,0.9,5,2,8%[57.1 µM],3%[57.1 µM],1,-17%
Cc1ccc(S(=O)(=O)N(C)C)cc1NC(=O)C1CCCC1,11%,1.1,0.8,-9,2,-6%,-9%,-2,-5%
Cc1cccc(N2CCn3c2nc2c3c(=O)n(CCCc3ccccc3)c(=O)n2C)c1,-14%,1.1,-0.7,.,0,-4%,7%,7,-21%
CCN(CC)S(=O)(=O)c1ccc(OC)c(NC(=O)c2cccs2)c1,6%,0.7,-0.6,-6,2,-1%,6%,2,-22%

# Full records from above. Values in the order: mIDH1 inhibitor, D2 ag, TRHR agonist, D2 antag, PI4K2A block, TrxR1 substrate, rTrxR1 inhibitor, TRHR PAM, USP1 inh
# Record of Cc1ccc(S(=O)(=O)N(C)C)cc1NC(=O)C1CCCC1 = 11%, 1.1, 0.8, -9, 2, -6%, -9%, -2, -5%
# Record of CCN(C(=O)c1sc2cc(OC)ccc2c1Cl)c1ccccc1 = 16%, 0.2, 0.6, ., 11, -7%, 9%, -7, ?

# Random excerpt: 4 entries already listed
SMILES,mIDH1 inhibitor,D2 ag,TRHR agonist,D2 antag,PI4K2A block,TrxR1 substrate,rTrxR1 inhibitor,TRHR PAM,USP1 inh
CC1CCN(C(=O)Cn2c(=O)n(CCc3ccccc3)c(=O)c3ccccc32)CC1,2%,0.4,0.9,5,2,8%[57.1 µM],3%[57.1 µM],1,-17%
Cc1ccc(S(=O)(=O)c2nc(-c3ccc(Cl)cc3)oc2N2CCCCCC2)cc1,3%,0.7,1.0,.,0,-1%,?,17,-8%
COc1ccc(CCNC(=O)COC(=O)c2ccc(N3CCCC3=O)cc2)cc1,6%,0.6,0.4,1,1,1%[57.1 µM],6%[57.1 µM],0,-8%
Cc1ccc(S(=O)(=O)N(C)C)cc1NC(=O)C1CCCC1,11%,1.1,0.8,-9,2,-6%,-9%,-2,-5%

# Continued:
SMILES,mIDH1 inhibitor,D2 ag,TRHR agonist,D2 antag,PI4K2A block,TrxR1 substrate,rTrxR1 inhibitor,TRHR PAM,USP1 inh
CCC(=O)Nc1nc2ccc([N+](=O)[O-])cc2s1,9%,-0.5,-0.3,-7,-1,12%,8%,-3,-22%
Cc1ccc(OCCN2C(=O)S/C(=C\c3ccc(C)o3)C2=O)cc1,-3%,1.4,2.0,-19,3,-6%,-29%,9,-12%
CCC1Sc2ccc(S(=O)(=O)CCC(=O)Nc3cccc(Br)c3)cc2NC1=O (centres undefined),10%,-2.0,0.3,6,4,-1%[57.1 µM],10%[57.1 µM],-6,-14%
CCOC(=O)C1(CC2CCCCO2)CCN(Cc2ccc(OC)cc2F)CC1 (centres undefined),-3%,-0.6,-3.6,61*,7,7%[57.1 µM],7%[11.4 µM],3,?
COc1ccccc1NC(=O)c1c(C)cc(C)nc1SCC(=O)Nc1cccc(C)c1,0%,12,3.4,.,4,-2%,12%,-6,-7%
CC(C)OP(=O)(c1ccc(N(C)C)cc1)C(O)c1ccccc1F (centres undefined),8%,0.4,-0.2,-7,5,3%,14%,2,-16%
CCCNc1cc(=S)nc(N)[nH]1,-12%,0.3,1.0,-8,-8,0%,?,5,-15%
O=C(N/N=C/c1ccccc1O)c1cccc2ccccc12,-2%,0.4,-0.8,0,-2,-2%,30%,-3,-9%
C=CCSc1nnc(-c2ccc(Cl)cc2Cl)o1,5%,-0.1,0.0,6,0,3%,27%,-2,-7%
CC1CCCN(C(=O)c2nn(C)c3c2CS(=O)(=O)c2ccccc2-3)C1 (centres undefined),-1%,0.9,0.5,-4,1,-13%[57.1 µM],23%[57.1 µM],-4,-13%
NNC(=O)c1csc(Cc2c(Cl)sc3ccc(Cl)cc23)n1,52µM*,.,-1.0,.,0,4%,16%,0,-20%
COCc1cc(Sc2ccc(Cl)cc2)nc(-c2ccccc2)n1,3%,0.6,0.0,-1,-3,-3%[57.1 µM],16%[57.1 µM],-1,-16%
Cc1cc(N(C)C)ccc1N=Nc1ccc2ncccc2c1,-6%,1.3,-1.2,6,-9,-9%[57.1 µM],-15%[57.1 µM],-22,-13%
Cc1ccc(Cc2c(C)nc3nc(SCC(=O)NCCC(C)C)nn3c2C)cc1,-8%,0.2,-0.5,.,0,-2%,12%,4,-4%
Fc1ccccc1COc1ccc(Br)cc1CNCc1cccnc1,14%,0.0,-1.0,-19,-17,3%[57.1 µM],14%[57.1 µM],18,-18%
O/N=C(\c1ccc(Cl)cc1Cl)c1ncc(C(F)(F)F)cc1Cl,-1%,1.5,-1.1,-4,5,-20%,-9%,7,-17%
COc1ccc2c(c1)C(C)=CC(C)(C)N2C(=O)CNCc1ccc2c(c1)OCO2,7%,0.7,-0.6,-5,-3,-3%,7%,-1,-7%
CCOC(=O)CN1CCC(c2ccccc2)CC1,-2%,14,0.2,-2,2,4%,14%,0,-14%
CCOC(=O)c1c(CSc2ccccc2)oc2cc(Br)c(O)c(CN(C)C)c12,7%,-1.5,-0.1,9,-2,2%,12%,0,-23%
COc1cc([N+](=O)[O-])ccc1NC(=O)Cc1ccccc1,6%,-1.2,-0.3,-3,0,6%[57.1 µM],7%[57.1 µM],-5,-19%
O=C(NCc1cccs1)c1cc(S(=O)(=O)N2CCOCC2)c(Cl)cc1Cl,0%,-0.2,-0.6,-13,7,-7%,-7%,-11,-23%
O=C(Nc1ccc(N2CCC(c3ccccc3)C2)c(C(=O)O)c1)c1ccc(Cl)cc1 (centres undefined),-16%,0.7,-0.2,.,-5,4%[57.1 µM],15%[57.1 µM],3,7%

# Compound activity from PubChem BioAssay.
